BRCA1 expr act – BRCA1 expression activation. MCF7-BRCA1-FFLuc reporter, luminescence, 48 h; response scale: scaled: vehicle 0%, 10 µM genistein 100%. Potency, µM (series often up to 46.1 µM), for the others: at the highest dose activation, hits mostly activators. 380,000 compounds, 1.1% hits. AID 624202; also: potency is read from the fitted curve at half-maximal effect; nearly all actives have a fitted effect of over 80% in size; some results filed as inactive show a strong effect at the top dose
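48 h compound treatment of MCF7-BRCA1-FFLuc cells (phenol-red free MEM, 37 °C), then 15 min with luciferase substrate and luminescence imaging.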
ELG1 genotoxic – genotoxicity induction in ELG1-luciferase HEK293T cells; HEK293T ELG1-luciferase reporter, luminescence, 16 h; Potency, µM (series often up to 46 µM), inactives show top-dose activity change, positive = activation, actives largely listed as activators; 330,000 compounds, 1.3% hits; also: potency is read from the fitted curve at half-maximal effect; % of control where 0% means no effect; nearly all actives have a fitted effect of over 60% in size
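Quantitative HTS format in 1536-well plates. HEK293T ELG1-luciferase reporter cells receive test compound and are incubated 16 hr at 37 °C, 5% CO2; ONE-Glo added, 30 min room temperature, then luminescence read.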
p53 reactivator – re-activators of mutant p53 | H1299 p53-A138V BP100-luciferase reporter, luminescence, 24 h | Potency, µM (titrated, usually from 92.2 µM), for the others: top-dose activity change, positive = activation, usual class: activators | 320,000 compounds, 0.063% hits | AID 504706; also: potency is read from the fitted curve at half-maximal effect; % of control where 0% means no effect; nearly all actives have a fitted effect of over 45% in size
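p53-null H1299 cells stably carrying temperature-sensitive p53-A138V and a BP100-luciferase reporter were pinned with compounds (4-point, 1:5 series) and held 24 hrs at 37 deg C. Luminescence was read 10 min after detection reagent.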
B2AR arrestin – agonists driving beta-arrestin recruitment to human beta2-adrenergic receptor | 330,000 compounds, 0.02% hits | Potency, µM (highest dose often 46.1 µM), for inactives: at the highest dose activation, most hits filed as activators | P07550 | beta-arrestin recruitment to beta2AR, cell-based reporter;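 also: potency is read from the fitted curve at half-maximal effect; 0% = DMSO controls and full agonism = EC100 isoproterenol or metaproterenol; nearly all actives have a fitted effect of over 65% in size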
Target sequence (P07550 whole entry, looked up): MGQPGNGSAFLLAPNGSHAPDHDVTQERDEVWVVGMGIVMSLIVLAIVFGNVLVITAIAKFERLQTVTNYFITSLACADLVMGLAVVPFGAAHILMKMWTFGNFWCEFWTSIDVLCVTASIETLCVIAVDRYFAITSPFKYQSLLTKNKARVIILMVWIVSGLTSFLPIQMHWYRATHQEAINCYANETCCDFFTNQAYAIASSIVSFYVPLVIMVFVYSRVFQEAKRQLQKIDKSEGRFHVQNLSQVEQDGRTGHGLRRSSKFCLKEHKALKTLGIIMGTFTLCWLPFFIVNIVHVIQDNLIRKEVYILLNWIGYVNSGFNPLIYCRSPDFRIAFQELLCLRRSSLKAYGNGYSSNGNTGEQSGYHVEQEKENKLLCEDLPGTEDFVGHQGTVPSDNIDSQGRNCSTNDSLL
USP2a inh – blocks human ubiquitin-specific protease USP2a. O75604. Potency, µM (series often up to 38.3 µM), for the others: at the top dose activity change, negative = inhibition, usual class: inhibitors. USP2 core, Ub-CHOP2 coupled fluorogenic reporter, 485/531. AID 463254. 330,000 compounds, 0.01% hits;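 also: potency is read from the fitted curve at half-maximal effect; plate controls were DMSO wells for no effect and full inhibition by NEM control for full effect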
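Deubiquitinase activity read as fluorescence (485/531 nm) after Ub-CHOP2 cleavage activates the enterokinase reporter on its substrate; USP2 core 10nM, Ub-CHOP2 and substrate 25nM each, 30min compound preincubation then 60min RT; data normalized to NEM, curves fitted.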
uPA surface inh – blocks generation of uPA at the cell surface; Potency, µM (highest dose often 38.3 µM), for the others: at the top dose activity change, negative = inhibition, usual class: inhibitors; AID 540303; cell surface uPA generation assay, qHTS; 330,000 compounds, 0.31% hits; active = well fitted inhibition curve with a large enough effect; inconclusive = small, poorly fitted or top-dose-only effect; inactive = no such curve, though single readings can be large or run the other way; tested in mouse RAW 264.7 cells; also: potency is read from the fitted curve at half-maximal effect; % is scaled to controls: 0 for no effect and ±100 for the full control effect; nearly all actives have a fitted effect of over 55% in size
ASM inhibitor – blocks human secretory acid sphingomyelinase | P17405 | placental ASM, HMU-PC fluorogenic substrate, 60 min | Potency, µM (series often up to 57.5 µM), without a hit: at the highest dose activity change, negative = inhibition, usual class: inhibitors | 340,000 compounds, 0.006% hits; also: potency is read from the fitted curve at half-maximal effect
Target sequence (P17405 47-631 limits assumed): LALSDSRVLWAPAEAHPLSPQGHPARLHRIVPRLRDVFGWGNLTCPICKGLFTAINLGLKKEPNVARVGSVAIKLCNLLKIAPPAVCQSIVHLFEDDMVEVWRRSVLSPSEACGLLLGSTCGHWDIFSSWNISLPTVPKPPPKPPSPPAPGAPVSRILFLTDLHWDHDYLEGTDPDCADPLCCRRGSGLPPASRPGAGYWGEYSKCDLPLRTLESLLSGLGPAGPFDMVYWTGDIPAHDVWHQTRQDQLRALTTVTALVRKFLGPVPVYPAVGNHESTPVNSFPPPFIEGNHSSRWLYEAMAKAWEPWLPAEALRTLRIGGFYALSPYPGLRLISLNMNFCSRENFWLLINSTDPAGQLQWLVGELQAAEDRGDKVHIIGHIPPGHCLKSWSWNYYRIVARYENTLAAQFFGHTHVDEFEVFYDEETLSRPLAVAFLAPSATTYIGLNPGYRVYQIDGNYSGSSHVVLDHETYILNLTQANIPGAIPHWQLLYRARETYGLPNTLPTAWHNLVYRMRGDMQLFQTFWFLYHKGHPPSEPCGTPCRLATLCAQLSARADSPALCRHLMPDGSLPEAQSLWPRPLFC
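Human placenta-derived ASM enzyme was preincubated with compound for 10 minutes at room temperature, then given fluorogenic substrate HMU-PC0 (9 uM final) for 60 minutes at 37 °C; a pH 10 stop preceded fluorescence reading at Ex 386/Em 447 nm.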
Eya2 inh – blocks the phosphatase activity of human Eya2. O00167. recombinant Eya2, OMFP fluorescence dephosphorylation (OMFP is methylfluorescein phosphate). Potency, µM (top dose mostly 76.9 µM), for the others: at the top dose activity, negative = inhibition, usual class: inhibitors. 330,000 compounds, 0.006% hits. AID 488837; also: potency is read from the fitted curve at half-maximal effect; % is scaled to controls: 0 for no effect and ±100 for the full control effect
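Eya2 protein (added as 0.2 uM solution) was preincubated with compound for 10 min at ambient temperature in 50 mM HEPES pH 7.5, 50 mM NaCl, 5 uM MgCl2, 0.05% BSA, 1 mM DTT. OMFP (added at 50 uM) then reacted 10 min; fluorescence read at 485/525 nm.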
TRPV1 ag – agonists of human vanilloid receptor 1 (TRPV1). 320,000 compounds, 0.19% hits. activation, % at 8.33 µM. TRPV1-expressing cells, Fluo-8 calcium influx, agonist mode. AID 540275; in the data active = activation above about 80%; inconclusive = between about 30% and that limit; also: 0% is about no effect
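Cells expressing TRPV1 were dye-loaded with Fluo-8 and read kinetically: 10 s baseline, 3 min after compound (agonist portion), then 2 min after EC20 capsaicin (allosteric enhancer portion). Calcium-bound dye fluorescence at 480/520 nm.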
a7 integrin act – activators of alpha7 integrin expression for muscular dystrophy; 350,000 compounds, 0.064% hits; Potency, µM (doses to about 38.3 µM), for inactives: top-dose activation, most hits filed as activators; alpha7betagal myoblasts, beta-gal FDG fluorescence, 48 h;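 also: potency is read from the fitted curve at half-maximal effect; 100% = response of the positive control SU9516; nearly all actives have a fitted effect of over 60% in size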
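Alpha7betagal+/- myoblasts (passage 13) were plated 16-24 hr, then exposed to compounds (1:260 dilution of DMSO stock) for 48 hours at 37C. After MPER lysis, β-galactosidase reporter activity was read as FDG fluorescence (ex 480/em 540) after 30 minutes.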
PTAP TSG101 blk – blocks PTAP/TSG101 interaction to inhibit HIV-1 budding; Potency, µM (highest dose often 115 µM), for inactives: at the highest dose activity change, negative = inhibition, actives largely listed as inhibitors; Fluorescence polarization, FITC-PTAP peptide / Tsg101 binding; Q99816; 340,000 tested, under 10 active; active = well fitted inhibition curve with a large enough effect in the main read-out, with a control signal flat, not every such curve was filed as active; inconclusive = small, poorly fitted or top-dose-only effect, or effect the other way, or a change in a side signal; inactive = no such curve, though single readings can be large or run the other way; also: potency is read from the fitted curve at half-maximal effect; % of control where 0% means no effect
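Fluorescence anisotropy tracks displacement of a FITC-tagged PTAP peptide (50 nM) from the Tsg101 binding domain (10 uM), following a 20 min room-temperature incubation at pH 7.5.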
An asterisk follows results filed as active; ? = inconclusive; nt = no result given; [ ] = another dose, or the depositor's remark. Unless noted, calls follow the shape of the dose curve; as a rule, active = well fitted curve in the direction sought with a large enough effect; inconclusive = small, poorly fitted or top-dose-only effect, or another doubt; inactive = no such curve, though single readings can be large; an effect the other way counts as inactive or inconclusive.

Compound	BRCA1 expr act	ELG1 genotoxic	p53 reactivator	B2AR arrestin	USP2a inh	uPA surface inh	ASM inhibitor	Eya2 inh	TRPV1 ag	a7 integrin act	PTAP TSG101 blk
CN(C(=O)c1ccco1)c1nc2c(s1)CCCC2	5%	?	?	0.3%	4%	-12%	-5%	1%	8	0%	-2%
Cc1onc(-c2ccccc2Cl)c1C(=O)OCC(=O)N1CCN(c2ccccc2)CC1	-34%	-6%	18%	-0.4%	-4%	-2%	-2%	-25%	0	-11%	-1%
NC(=O)c1ccc[n+](Cc2ccccc2)c1	-23%	1%	-13%	0.0%	2%	1%	1%	-12%	0	-11%	0%
Cc1ccc(CN2C(=O)CCC2C(=O)NCCCN2CCC(C)CC2)cc1 (centres undefined)	-8%	4%	10%	-0.2%	0%	-2%	4%	2%	-1	0%	-3%
COc1c(Cl)cc(Cl)cc1/C=N/NC(=O)c1nnn(-c2nonc2N)c1CN1CCC(C)CC1	-20%	3%	27%	-0.3%	-6%	-1%	-2%	1%	3	-31%	-1%
c1ccc(COC2CCCN(Cc3nc(-c4cccs4)no3)C2)nc1 (centres undefined)	1%	1%	1%	-0.7%	0%	1%	0%	9%	-2	9%	-1%
COc1ccccc1CN1CC(C(=O)N2CCCCCCC2)CCC1=O (centres undefined)	-2%	12%	-5%	0.1%	3%	-3%	nt	4%	-5	-18%	1%
O=C(NC1CCCC1)c1cnc2n(c1=O)CCS2	-15%	2%	2%	-0.8%	0%	-4%	0%	14%	-6	-23%	-7%
O=C(CCc1nnc2ccc(NCc3ccc(Cl)cc3)nn12)NC1CCCCC1	8%	2%[9.26 µM]	15%	-0.3%	3%	-2%	-3%	6%	-4	27%	0%
Cc1cccc(C)c1NC(=O)C1(C)c2cccc[n+]2CC(=O)N1Cc1cccs1 (centres undefined)	10%	-10%	-3%	-0.1%	1%	4%	-1%	-6%	8	-8%	-1%
COc1ccc(C(=O)Nc2nnc(-c3ccccc3)o2)cc1OC	-4%	-2%	?	-0.7%	-2%	3%	0%	-10%	2	-24%	-2%
N#Cc1ccc(C(=O)Nc2cccc(NC(=O)c3ccco3)c2)c(F)c1	-21%	-9%	3%	-0.1%	-1%	-5%	-4%	14%	4	?	0%
CCOc1cccc(C(=O)Nc2ccc3oc(-c4cccnc4)nc3c2)c1	18%	-1%	11%	0.1%	2%	-19%	-4%	-15%	-1	-22%	-3%
CCOc1ccc2oc(-c3ccccc3)c(C(N)=O)c2c1	49%	7%	9%	0.1%	6%	2%	16%	-7%	4	22%	1%
O=C(CNS(=O)(=O)c1ccc(Br)cc1Cl)OCC(=O)c1ccc[nH]1	1%	3%	3%	0.0%	2%	1%	-2%	-5%	-1	1%	-2%
CCS(=O)(=O)c1nc2ccccc2n1CC(=O)N1CCCCC1	-24%	1%	19%	2.6%	1%	-4%	2%	4%	5	-10%	0%
Clc1cccc(CN2CCSCC2)c1Cl	-10%	-3%	nt	0.5%	1%	1%	0%	1%	2	-7%	1%
CCCc1cc(=O)c2c(O)ccc(OC)c2o1	7%	-1%	-5%	-0.3%	4%	-7%	-4%	4%	4	6%	-1%
Cc1nc(SCN2C(=O)c3ccccc3C2=O)n[nH]1	3%	2%	7%	-0.9%	0%	1%	4%	-9%	-2	5%	-9%
COCCNC(=O)/C(C#N)=C/c1ccc(O)cc1	-2%	11%	12%	0.1%	9%	-1%	6%	-7%	-1	6%	-2%

Next records
Compound	BRCA1 expr act	ELG1 genotoxic	p53 reactivator	B2AR arrestin	USP2a inh	uPA surface inh	ASM inhibitor	Eya2 inh	TRPV1 ag	a7 integrin act	PTAP TSG101 blk
COc1ccccc1N(CC(=O)NCc1ccccn1)S(C)(=O)=O	-13%	0%	1%	-0.2%	-1%	-6%	7%	5%	1	34%	-1%
COc1ccc(NC(=O)N2CCN(c3cccc(C(F)(F)F)c3)CC2)cc1	-1%	-6%	2%	0.2%	1%	-8%	15%	12%	?	-10%	-5%
COc1ccccc1C(=O)Nc1ccnn1C1CCN(C2CCSCC2)CC1	27%	0%	6%	-0.1%	3%	-1%	2%	-9%	1	7%	-1%
CC(=O)N1CCn2c3c(c(=O)c4cc(C)ccc42)CCC31 (centres undefined)	-14%	2%	-23%	0.1%	0%	-3%	60%	-5%	0	-18%	-2%
Cc1nc2ccc(S(=O)(=O)N(C)CC(=O)NCc3ccc(N(C)C)cc3)cc2s1	0%	-1%	-11%	0.3%	4%	-2%	-1%	0%	10	-15%	11%
CCOc1ccc(C(=O)N/N=C/c2ccc(-c3ccc(S(=O)(=O)Nc4ncccn4)cc3)o2)cc1	2%	5%	-1%	0.4%	2%	nt	219%[activator]	-23%	-4	-14%	-4%
O=C(C1CC(=O)N(C2CCCCC2)C1)N1CCN(c2ccccc2)CC1 (centres undefined)	-8%	3%	-5%	-1.1%	-5%	3%	-1%	0%	9	4%	-2%
C=C(C)C1CC=C(C)/C(=N/NC(=O)c2cccs2)C1 (centres undefined)	10µM*	?	?	-0.2%	-1%	-10%	1%	7%	3	18%	0%
CCOC(=O)NC(NS(=O)(=O)c1ccccc1)(C(=O)OCC)C(F)(F)F (centres undefined)	2%	-1%	-13%	0.3%	3%	3%	4%	-4%	-2	7%	-2%
O=C(O)C(Cc1cc2ccccc2[nH]1)N1C(=O)C2CC=C(Cl)CC2C1=O (centres undefined)	-12%	2%	1%	-0.3%	1%	-1%	1%	5%	-1	-2%	1%
C#CCn1cnc2c(cnn2-c2ccc(C)c(C)c2)c1=O	82%	16%	?	0.0%	1%	2%	-2%	-4%	-1	18%	-2%
O=C(COC(=O)C1CC1)Nc1ccc2[nH]c(=O)[nH]c2c1	1%	-3%	9%	-0.1%	-1%	4%	1%	17%	0	?	-2%
O=C1[C@H](Oc2ccccc2)[C@@H](c2ccncc2)N1c1ccncc1	12%	3%	-4%	-0.1%	1%	7%	3%	6%	nt	5%	-1%
CCOC(=O)C1CCCN(C(=O)c2ccc3c(c2)NC(=O)C(N2CCOCC2)S3)C1 (centres undefined)	-13%	-7%	3%	0.1%	1%	-2%	1%	-9%	-4	0%	-5%
CNc1oc(-c2ccc(OCc3ccccc3)cc2)nc1C#N	105%	?	?	-0.2%	1%	4%	2%	-5%	7	26%	-2%
COc1ccc(-n2c(SCC(N)=O)nnc2-c2ccco2)cc1	-9%	2%	-2%	-1.2%	-2%	13%	2%	6%	1	-15%	0%
Cc1ccc([N+](=O)[O-])cc1NC(=O)Cc1cccs1	-15%	0%	-3%	-0.3%	0%	-5%	0%	-8%	-2	-22%	-1%
CCNS(=O)(=O)c1ccc(CCC(=O)NCc2ccccn2)cc1	-4%	?	nt	-0.9%	-1%	20%	0%	2%	2	28%	-4%
O=C(CN1CCN(c2ccccc2F)CC1)N1CCc2ccccc21	59%	3%	6%	-1.1%	-1%	-1%	1%	-11%	3	-10%	-5%
CC(C)c1ccc(CSc2ccc(S(=O)(=O)N3CCOCC3)cn2)cc1	-17%	1%	1%	-0.3%	-1%	8%	-8%	-16%	26	-16%	1%

Later entries:
Compound	BRCA1 expr act	ELG1 genotoxic	p53 reactivator	B2AR arrestin	USP2a inh	uPA surface inh	ASM inhibitor	Eya2 inh	TRPV1 ag	a7 integrin act	PTAP TSG101 blk
COc1ccc(CNC(=O)CCN2C(=O)[C@@H]3Cc4ccccc4CN3C2=O)cc1	9%	3%	3%	0.1%	1%	-1%	1%	-13%	-1	-20%	-2%
C/C(=N\NC(=O)c1ccc(CSc2nc(C)cc(C)n2)cc1)C1CCCCC1	-2%	0%	-2%	0.7%	0%	-2%	2%	-5%	15	13%	1%
CCOc1cc(-c2cc(-c3ccc(C)cc3)nc(N)c2C#N)ccc1O	-90%	-5%	-8%	0.5%	0%	nt	56%[activator]	-14%	0	-30%	0%
CCCN(CCC)CCNc1c(N2CCN(C(=O)OCC)CC2)c(=O)c1=O	-6%	-4%	3%	-0.3%	-2%	2%	-1%	-1%	-4	-13%	1%
COc1ccc(CN(C(=O)/C=C/c2ccco2)C2CCS(=O)(=O)C2)cc1 (centres undefined)	-26%	4%	1%	0.3%	5%	2%	-2%	17%	nt	2%	-3%
Cc1cccc2cc(C#N)c(SCC(=O)NNC(=O)Cc3ccccc3)nc12	-38%	15%	-6%	-0.2%	2%	nt	1%	3%	nt	-8%	2%

Screening results deposited in PubChem BioAssay by National Center for Advancing Translational Sciences (NCATS).
